High-throughput results as filed in PubChem.
BaF3 tox = reduces parental Ba/F3 cell viability, JAK2V617F counter-screen. CellTiter-Glo ATP luminescence. AID 1486. actives 1.1% (n = 220,000). inhibition, % at 5.6 µM;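 active means inhibition above a per-campaign cutoff, the mean inhibition of all tested compounds plus 3 SD, cut at about 27% in these data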;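 further: 0% = DMSO wells and 100% = JAK Inhibitor I control wells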
RBBP9 inh = inhibitors of human serine hydrolase RBBP9 | recombinant RBBP9, FP-Rh probe fluorescence polarization | actives 0.2% (n = 220,000) | O75884 | inhibition, % at 7.94 µM | AID 1515;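 active means inhibition above the campaign mean of all tested compounds plus 3 SD, cut at about 14% in these data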;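 further: plate controls were DMSO wells with RBBP9 for no effect and wells lacking RBBP9 protein for full effect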
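Test system – recombinant human RBBP9 · Input – RBBP9 2.5 µM in dispensing solution, pre-mixing · Medium – Tris buffer pH 8.0, NaCl, Pluronic · Schedule – preincubation 30 min plus labeling 45 min at 25 °C · Measured by – fluorescence polarization · Measure – % inhibition · Controls – DMSO and no-protein wells · Replicates – one well per compound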
p97 inhibitor = inhibitors of human p97 ATPase; AID 1481; inhibition, % at 8 µM; actives 0.42% (n = 220,000); recombinant p97 ATPase, Kinase-Glo ATP luminescence, 3 h; in the data active means inhibition above about 15%;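 further: 0% = DMSO vehicle and 100% = wells lacking enzyme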
TbHK1 inh = blocks Trypanosoma brucei hexokinase 1 activity; recombinant TbHK1, G6PDH-coupled NADH A340; inhibition, % at 10 µM; actives 0.11% (n = 220,000);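 active means inhibition of 50% or more in the single-dose primary screen; inactive means inhibition below 50%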
Ba/F3 V617F tox = reduce viability of Ba/F3 cells dependent on JAK2V617F; Ba/F3 EpoR-JAK2V617F viability, ATP luminescence; inhibition, % at 5.6 µM; AID 1446; actives 1.1% (n = 220,000);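 active means inhibition above the campaign mean plus 3 SD over all tested compounds, cut at about 24% in these data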;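 further: cytokine-independent growth of Ba/F3 cells driven by EpoR plus mutant JAK2; 0% = DMSO-treated cells and 100% = JAK inhibitor I control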
EP2 antag = EP2 receptor (human) inhibition; actives 0.52% (n = 260,000); inhibition, % at 25 µM; C6 glioma cells expressing human EP2, cAMP TR-FRET; cells stimulated with saturating PGE2;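 active means percent inhibition above 40 after rounding to a whole number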;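 further: rat C6 glioma host cells with rolipram phosphodiesterase inhibitor present; the protocol text gives 20 µM as final concentration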
Target sequence (P43116 whole entry, looked up): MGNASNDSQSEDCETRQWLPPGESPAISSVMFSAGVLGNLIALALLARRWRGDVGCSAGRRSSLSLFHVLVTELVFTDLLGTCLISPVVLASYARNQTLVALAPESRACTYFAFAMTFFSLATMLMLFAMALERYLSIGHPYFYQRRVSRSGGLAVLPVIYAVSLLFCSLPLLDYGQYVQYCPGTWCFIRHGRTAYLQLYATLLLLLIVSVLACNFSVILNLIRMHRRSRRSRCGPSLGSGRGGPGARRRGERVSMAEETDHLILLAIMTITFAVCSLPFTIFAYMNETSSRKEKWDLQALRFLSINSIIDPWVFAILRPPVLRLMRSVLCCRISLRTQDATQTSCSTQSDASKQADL
PPC-1+TRAIL kill = PPC-1 cancer cell killing with TRAIL present. PPC-1 cells + TRAIL, ATPLite viability luminescence. cell killing (% activity), % at 4 µM. actives 0.41% (n = 220,000);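 active means cell killing above 50% in the first pass at 4 µM, then a duplicate retest at 5 µM averaging 50% or more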;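 further: plate controls were cells with TRAIL plus DMSO for no effect and medium-only wells lacking cells for full effect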
Furin inh = blocks human furin protease activity. P09958. purified furin, fluorogenic substrate cleavage. inhibition, % at 30 µM. actives 0.061% (n = 220,000). AID 463115; in the data active means inhibition above about 25%; further: inactives centre near -15
Target sequence (P09958 108-714 limits assumed): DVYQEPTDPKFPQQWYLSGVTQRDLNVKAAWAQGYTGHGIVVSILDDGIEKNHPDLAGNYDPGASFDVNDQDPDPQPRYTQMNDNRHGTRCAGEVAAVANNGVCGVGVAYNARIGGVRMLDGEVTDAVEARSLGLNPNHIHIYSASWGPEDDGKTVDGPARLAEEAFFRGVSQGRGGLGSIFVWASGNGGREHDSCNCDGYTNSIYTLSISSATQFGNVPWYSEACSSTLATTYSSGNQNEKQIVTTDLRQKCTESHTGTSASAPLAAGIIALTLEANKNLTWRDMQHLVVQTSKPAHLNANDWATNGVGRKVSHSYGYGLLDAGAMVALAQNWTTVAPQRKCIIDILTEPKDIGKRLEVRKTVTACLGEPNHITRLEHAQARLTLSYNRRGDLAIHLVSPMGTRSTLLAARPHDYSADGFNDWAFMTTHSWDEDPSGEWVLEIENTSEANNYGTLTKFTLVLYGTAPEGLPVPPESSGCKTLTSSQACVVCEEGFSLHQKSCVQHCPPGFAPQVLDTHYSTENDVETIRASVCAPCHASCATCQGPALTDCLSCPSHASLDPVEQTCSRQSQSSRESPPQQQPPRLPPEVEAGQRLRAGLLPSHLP
NCF1 inh = blocks human p47phox regulatory protein of NADPH oxidases. P14598. p47phox/p22phox peptide binding, fluorescence polarization, 2 h. inhibition, % at 24.7 µM. actives 0.53% (n = 220,000);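 active means inhibition above about 30%, limit read from the data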;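 further: 0% = p47phox with labelled peptide and 100% = labelled peptide alone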
The depositor's hits bear a star; . = not tested or not shown; & = joins results of further samples; [ ] = another dose, or the depositor's remark.

Each structure is followed by: TbHK1 inh, Furin inh, RBBP9 inh, Ba/F3 V617F tox, BaF3 tox, EP2 antag, p97 inhibitor, NCF1 inh, PPC-1+TRAIL kill
CC(C)NS(=O)(=O)c1ccc(NC(=O)C(C)Oc2ccc(C(=O)c3ccccc3)cc2)cc1 (stereo not given)
  -7, -25, -12, -7, 1, 11, 3, -7, 3
CCCc1c(C)[nH]c2ccc(C(=O)O)cc2c1=S
  0, -26, 1, -4, 0, 3, 9, -35, 21
N#Cc1cc([N+](=O)[O-])cnc1NCC(O)CO (stereo not given)
  -40, 2[20 µM], 2, 4, 4, 6, 2, -9, 4
CCOc1ccc(S(=O)(=O)NCc2ccccc2Cl)cc1C(N)=O
  7, -16, -3, 3, 10, 3, -1, 0, -7
O=c1cc(-c2ccccc2F)oc2ccccc12
  -2, -13[20 µM], 9, -4, 0, 12, -1, -15, 29
O=C(c1cccc(F)c1)N1CCN(c2cccc(C(F)(F)F)c2)CC1
  5, -13[20 µM], 1, 2, 6, 4, -1, -15, -11
CCN(c1ccccc1)S(=O)(=O)c1ccc(Cl)c(NC(=O)CSc2nncn2C)c1
  0, -9, 5, 2, 7, 4, 4, 2, -1
CCOc1cc(-c2nc3ccccc3s2)ccc1O
  -36, -34, -7, 4, 0, 20, -2, -18, 18
CC(C)(C)c1cc(C(=O)NCC(=O)OCC(=O)c2cccc([N+](=O)[O-])c2)cc(C(C)(C)C)c1
  29, -38, -8, -5, 2, 5, 4, -7, 17
Cc1ccc(OC(=O)NC2CCS(=O)(=O)C2)cc1C (stereo not given)
  -6, -3[20 µM], -26, 3, 3, 5, 1, -1, -8
Cc1ccc(N(C(=O)Cn2nnc3ccccc32)C(C(=O)NCc2ccco2)c2cccnc2)cc1 (stereo not given)
  -1, -25, 1, 2, 3, 16&11, 0, -8, 12
Nc1cc2c(cc1[N+](=O)[O-])OCCOCCOCCO2
  -6, -8, -2, -3, 0, 6, 1, 0, 11
CCN(CC)CCNCC(=O)Nc1ccc(Oc2ccccc2)cc1
  7, -5, 7, 2, -2, 3, 0, 0, 16
O=C(/C=C/c1cccs1)NC(=S)NNC(=O)Cc1cccs1
  -1, -18[20 µM], -5, -1, 2, 14&4, -2, -19, 0
COc1ccc(S(=O)(=O)N2CCCCCC2)cc1N(C)S(=O)(=O)c1ccccc1
  -2, -9, -7, -1, 6, 7, 6, -6, 11
COc1ccc([N+](=O)[O-])cc1N(CC(O)Cn1nnc2ccccc21)S(=O)(=O)c1ccc(C)cc1 (stereo not given)
  -13, -22[20 µM], -4, -2, 4, 5, 0, -5, 15
O=C(Nc1cccnc1Cl)c1cc([N+](=O)[O-])ccc1Cl
  0, -34, 2, -3, 4, 10, 7, 4, -2
CC(=O)Nc1ccc(NC(=O)CSc2nnnn2-c2ccc3c(c2)OCCO3)cc1
  5, 0, -10, 1, 4, 10, -2, 0, 9
Cc1cccc(N2C(=O)CS/C2=N\NC(=O)c2ccc(Cl)cc2)c1C
  -2, -7[20 µM], -1, 2, 5, 7, 1, -22, 2
CCOC(=O)c1ccc(N/C=C/C(=O)c2ccc(OC)cc2)cc1
  -12, -19[20 µM], 2, -1, 1, 9, 2, -10, 22
CCOC(=O)c1ccccc1NC1CC(=O)N(c2ccccc2C)C1=O (stereo not given)
  -6, -23[20 µM], -6, -5, 0, 16, 3, -11, -4
CC(CNC(=O)C1CCCCC1)NC(=O)C1CCCCC1 (stereo not given)
  -5, -12, -4, -3, 5, 9, -3, -5, 15
CN(Cc1ccccc1)C(=O)COC(=O)c1ccc2c(c1)OCO2
  7, -21, 3, 0, 7, 9, 1, -11, 8
O=C(Oc1ccccc1Cl)c1ccccc1P(=O)(O)O
  2, -8[20 µM], 0, 2, 5, 7, -3, -1, -35
CCOC(=O)C1CCCCN1C(=O)CCc1c(C)nc2ncnn2c1C (stereo not given)
  -5, -19, -5, -6, -1, 3, 4, -2, 6
Nc1cccc(C(=O)OCC(=O)c2ccccc2)c1
  -3, -12, -4, -2, -1, 6, 1, 2, -14
Cc1cc(O)c(C(C)C)cc1NC(=O)Nc1cccc2ccccc12
  -5, -29, -1, -4, -2, -2&11, 5, -3, -3
CCOc1ccc(S(=O)(=O)N(CC(=O)NC2CCCCC2C)Cc2ccco2)cc1 (stereo not given)
  33, -7, -6, 1, 6, 11, -4, 0, 12
CC(C)(NC(=O)N1CCOCC1)c1cccc(C(C)(C)NC(=O)N2CCOCC2)c1
  -5, -11[20 µM], -8, -4, 1, 24, 2, ., .
O=C(Cc1cnc2ncnn2c1)N1CCc2c([nH]c3ccccc23)C1c1ccccc1F (stereo not given)
  -1, -15, -9, 2, 5, 7, -1, -8, 7
Cc1occc1C(=O)Nc1c(F)cc(F)cc1Br
  -5, -1[20 µM], -2, -6, -1, 2, 14, -39, 23
COc1cccc(CNC(=O)CCC2CCCN(C(=O)c3ccoc3)C2)c1 (stereo not given)
  0, -13, -9, 2, 2, 4, 4, -32, -19
Cc1ccc(S(=O)(=O)Nc2nc(C)cc(NN)n2)cc1
  -8, -23, -7, -4, -5, 12&5, 7, -22, -13
O=C(CSc1nnc(-c2ccncc2)n1Cc1ccco1)Nc1nc(-c2ccccc2)cs1
  -18, -16[20 µM], -8, -1, 5, 12, 5, 13, -4
COc1cccc(-c2nn[nH]n2)c1O
  -4, -29, -5, -4, 4, 14, 5, -7, 14
COc1ccc(C(=O)NN=C(Cc2ccccc2)Cc2ccccc2)cc1OC
  24, -5, -1, 0, 6, 4, 4, -6, 9
COc1ccc(NC(C)C(=O)Nc2cc(C(F)(F)F)ccc2N2CCOCC2)c(OC)c1 (stereo not given)
  25, -11, -6, -2, 4, 6, -4, -2, -1
Cc1cc(C)n(-c2ccc(S(N)(=O)=O)cc2[N+](=O)[O-])n1
  1, -9, -9, 2, 0, 4, -5, -6, 1
CCCCc1nnc(NC(=O)CCSc2ccccc2)s1
  14, -9[20 µM], -6, 4, 6, 10, -8, -24, 20
NC1=NC(=Nc2cccc(Cl)c2)c2ccccc21
  -15, -15, -5, 2, 1, 10, 3, -3, 28
CC1(C)OC(=O)C(=CNCCc2ccc(O)cc2)C(=O)O1
  9, -11, -4, 8, 10, 6, -5, 1, -12
CCCNC(=O)c1c(C)cc(=O)oc1C
  -44, -1, -2, -3, 1, 7, 6, -6, 2
Cc1ccc(C(=O)N/C(=C/c2cccc([N+](=O)[O-])c2)C(=O)NC(C)C)cc1
  -1, -19, -4, 1, 6, 10, 3, -6, 2
Cc1c(-c2ccc(/C=N/NC(=O)C(=O)Nc3ccccc3F)o2)cccc1[N+](=O)[O-]
  -20, -17, -10, -4, -3, 5, 7, -125, -13
Nc1c(C(=O)NCc2ccc(Cl)cc2)sc2nc3c(c(C(F)(F)F)c12)CCC3
  -5, -29, -4, -4, -1, 8, 3, -13, 26
O=C(Nc1cc(S(=O)(=O)N2CCOCC2)ccc1N1CCOCC1)c1ccc(S(=O)(=O)N2CCCCC2)cc1
  -7, -28, -4, 1, 5, 6, 5, -53, 8
Cc1c(NC(=O)CSc2nnc(-c3ccco3)n2-c2ccccc2)c(=O)n(-c2ccccc2)n1C
  8, -16, 1, -2, 3, 9, 4, -13, 4
O=S(=O)(c1cccc(C(F)(F)F)c1)N1CCN(c2nnnn2-c2ccccc2)CC1
  3, -16, 4, 3, 3, 6, -1, 1, 3
CCOC(=O)c1c(NC(=O)c2csc(C)c2)sc(C(C)=O)c1C
  2, -9[20 µM], -3, -2, 0, ., 0, ., .
O=C(CSc1nnc2scc(-c3ccccc3)n12)Nc1nsc(-c2ccccc2)n1
  11, -14[20 µM], -6, 3, 3, -1, -1, 45*, 21
Cc1ccc(-c2c[n+](Cc3cccc(Cl)c3)c3n2CCC3)cc1
  2, -20, 4, 82*, 75*, 4, 8, -4, 16
Cc1ccc(-n2nc3c(c2NC(=O)/C=C\c2ccc4c(c2)OCO4)CSC3)c(C)c1
  -13, -19, -2, -2, 3, 9, 4, -12, -7
O=C(Nc1cccc(NC(=O)c2ncn[nH]2)c1)c1cccc(Cl)c1
  0, -24, -7, -1, -3, 5, 9, -3, 10
CC(C)c1ccc(S(=O)(=O)/N=C2/C=C(Sc3ncn[nH]3)C(=O)c3ccccc32)cc1
  4, -10, 6, 54*, 74*, 122*, 22*, 50*, 39
C/C(=N\Nc1ccc2nncn2n1)c1cccs1
  -49, -11, -4, -3, 3, 17, 2, -3, -4
Cc1ccc(N(CC(=O)NCCSCc2ccco2)S(=O)(=O)c2ccc(C)cc2)cc1
  3, -6[20 µM], -12, -3, 2, 8, -7, -23, 14
C=CCOC(=O)C1=C[C@@H](c2coc3ccccc3c2=O)C[C@@H](OCc2ccc(CO)cc2)O1
  3, -23, -2, 3, -6, 14, -3, ., 0
Cc1ccc2c(CN3CCN(S(=O)(=O)/C=C/c4ccccc4)CC3)cc(=O)oc2c1
  -5, -5, -9, -1, 6, 4, 3, -19, 22
COc1ccc(CN2CCOCC2)cc1
  5, -12[20 µM], -16, -5, -1, 2, 1, -10, 1
Cn1c(=O)c2[nH]c(-c3ccccc3O)nc2n(C)c1=O
  -9, -16[20 µM], 1, 5, 9, ., -5, -2, 5

Arranged by count of non-hydrogen atoms (high to low): 3 of the compounds above
Each structure is followed by: TbHK1 inh, Furin inh, RBBP9 inh, Ba/F3 V617F tox, BaF3 tox, EP2 antag, p97 inhibitor, NCF1 inh, PPC-1+TRAIL kill
CCN(CC)CCNCC(=O)Nc1ccc(Oc2ccccc2)cc1
  7, -5, 7, 2, -2, 3, 0, 0, 16
CCOC(=O)c1c(NC(=O)c2csc(C)c2)sc(C(C)=O)c1C
  2, -9[20 µM], -3, -2, 0, ., 0, ., .
Nc1cccc(C(=O)OCC(=O)c2ccccc2)c1
  -3, -12, -4, -2, -1, 6, 1, 2, -14

Following part:
Each structure is followed by: TbHK1 inh, Furin inh, RBBP9 inh, Ba/F3 V617F tox, BaF3 tox, EP2 antag, p97 inhibitor, NCF1 inh, PPC-1+TRAIL kill
COc1ccc(C(=O)NCC(=O)n2nc(C)cc2C)cc1OC
  0, -12[20 µM], 2, -4, 0, 8, -1, -8, 34
CCOc1ccc(CCNC(=O)COC(=O)c2cccc(OC)c2O)cc1OCC
  9, -4, -2, 8, 10, 10, -2, -1, -3
CN(C(=O)c1ccc(Cl)cc1)C1=CCCCC1CCC#N (stereo not given)
  3, -29, -12, -1, 4, 6, 1, 0, 25
CCn1ccnc1CN(C)Cc1nc(-c2cccc(Cl)c2)no1
  -9, -31, 1, -1, 5, 11, -2, 10, 1
COc1ccc(C2NC(=O)NC(O)(C(F)(F)F)C2C(=O)c2ccc(C)cc2)cc1 (stereo not given)
  1, -31, -6, 2, 5, 4, -4, -14, 5

An excerpt. The share of hits here may be higher or lower than overall.
